Screening data: PubChem BioAssay, several laboratories
hERG rescue – shields human hERG channel from block by proarrhythmic agents | Q12809 | CHO-hERG, FluxOR thallium flux, dofetilide IC70 present | activation (rescue from dofetilide block), less the hit threshold, % at 10 µM | 310,000 tested, 0.51% active;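 active = activation above the mean of controls blocked by dofetilide plus 5 SD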;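 also: thallium influx through hERG after potassium depolarization seen as dye fluorescence rise; in these data hits start at about 4.7%; inactives centre near -7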
TMEM16A inh – inhibitors of mouse TMEM16A calcium-activated chloride channel; Q8BHY3; HEK293 TMEM16A/YFP iodide influx fluorescence, ionomycin; normalized B-score (activity score, 25-100; higher = stronger inhibition) at 10 µM; 310,000 tested, 1.2% active;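 active = ratio plate-corrected score three or more library SD toward inhibition, starting fluorescence score within five deviations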;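 also: score derived from kinetic fluorescence span divided by baseline fluorescence per well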
KCNK9 block – blocks the human KCNK9 two-pore domain potassium channel | Q9NPC2 | HEK293 KCNK9, FluxOR thallium flux fluorescence; active compounds read low | B-score at 10 µM | 310,000 tested, 1.2% active;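 active = ratio B-score over 3 SD below the library mean, with starting fluorescence within 5 SD of its mean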;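 also: negative B-score means less thallium flux so channel inhibition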
Target sequence (Q9NPC2 whole entry, looked up, the tested form may be a part): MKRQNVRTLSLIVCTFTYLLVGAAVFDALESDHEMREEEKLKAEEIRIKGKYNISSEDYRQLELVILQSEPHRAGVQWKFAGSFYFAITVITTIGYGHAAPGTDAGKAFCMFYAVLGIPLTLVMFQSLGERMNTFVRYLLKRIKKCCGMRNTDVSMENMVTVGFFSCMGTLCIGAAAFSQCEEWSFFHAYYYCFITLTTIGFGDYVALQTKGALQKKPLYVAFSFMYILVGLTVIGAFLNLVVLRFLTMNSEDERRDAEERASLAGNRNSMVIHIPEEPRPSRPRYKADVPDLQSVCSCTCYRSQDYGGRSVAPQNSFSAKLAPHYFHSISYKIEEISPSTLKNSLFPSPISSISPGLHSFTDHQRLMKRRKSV
KCNQ1 block – inhibitors of human KCNQ1 potassium channel | P51787 | CHO-K1 KCNQ1, FluxOR thallium flux fluorescence; active compounds read high | B-score at 10 µM | 310,000 tested, 1.3% active | AID 2642;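 active = compounds whose thallium flux B-score, printed positive for inhibition, exceeds three library SD while starting fluorescence stays within three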;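 also: channel opened by potassium depolarization with thallium stimulus after 20 min compound exposure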
KCNK3 inh – human KCNK3 channel inhibition, primary screen; CHO-KCNK3 thallium flux, FluxOR fluorescence; active compounds read low; B-score at 10 µM; 340,000 tested, 0.84% active;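 active = B-score under library mean minus 4 SD, starting fluorescence ratio at most library mean plus 5 SD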;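 also: more negative B-score means stronger inhibition of thallium flux through KCNK3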
Target sequence (O14649 whole entry, looked up): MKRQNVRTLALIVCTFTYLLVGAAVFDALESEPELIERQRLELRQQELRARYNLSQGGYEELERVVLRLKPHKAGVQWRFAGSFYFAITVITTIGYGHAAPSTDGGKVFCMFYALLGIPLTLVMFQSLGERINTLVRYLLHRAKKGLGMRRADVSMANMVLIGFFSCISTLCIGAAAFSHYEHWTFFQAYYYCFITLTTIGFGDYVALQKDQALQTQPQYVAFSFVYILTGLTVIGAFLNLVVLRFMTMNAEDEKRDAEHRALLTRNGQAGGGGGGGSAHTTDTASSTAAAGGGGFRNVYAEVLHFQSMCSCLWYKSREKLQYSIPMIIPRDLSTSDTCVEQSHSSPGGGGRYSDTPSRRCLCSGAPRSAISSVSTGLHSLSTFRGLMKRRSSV
SKKanGAS inh – inhibitors of SKKanGAS S. pyogenes growth in kanamycin (SK-promoter or general growth effect). inhibition, % at 7.5 µM. 300,000 tested, 1.3% active. BacTiter-Glo, 6 h;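 active = mean replicate score, as percent of positive control median, at least 50; inconclusive = mean below 50 but one replicate at or above 50; inactive = mean and every replicate below 50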;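 also: strain carries kanamycin resistance gene driven by streptokinase promoter and grows in 40 µg/ml kanamycin; loss of luminescence reflects streptokinase promoter inhibition or plain growth inhibition; 0% = median of DMSO wells and 100% = positive control at its reference dose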
HDAC3 inh – human HDAC3 inhibition | 320,000 tested, 0.15% active | inhibition, % at 8.3 µM | O15379 | recombinant HDAC3, fluorogenic peptide/trypsin coupled, fluorescence | AID 2718; in the data active = inhibition above about 26%, passing the limit was not always enough; inconclusive = no clear call, values can overlap the other calls
TMEM16A act – activators or potentiators of mouse TMEM16A chloride channel; Q8BHY3; 340,000 tested, 0.3% active; HEK293 TMEM16A/YFP-H148Q/I152L, iodide quench fluorescence; active compounds read low; B-score at 10 µM;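 active = fluorescence-ratio B-score plate-corrected deviation score at least 3 library SD below zero, with starting fluorescence score within 5 deviations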;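 also: channel opened by trigger with iodide after compound preincubation; score built on the fluorescence ratio of max minus min over baseline; more negative score means more quench and so TMEM16A activation or potentiation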
KCNQ1 act – potentiates or activates the human KCNQ1 potassium channel; CHO-K1 KCNQ1, thallium flux FluxOR fluorescence; active compounds read high; P51787; 310,000 tested, 0.35% active; B-score at 10 µM;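 active = fluorescence ratio B-score, a plate-corrected score, at least three library SD, with initial intensity B-score within 5 SD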
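System: Stable KCNQ1 CHO-K1 line | Incubation: 90 min dye loading and 20 min compound exposure, both at room temperature | Measure: Ratio B score | Medium: Assay buffer for compound exposure, DMSO matched across wells | Compound dosing: Single-concentration screen | Probe or stimulus: K+/Tl+ depolarizing stimulus | Measured by: Kinetic FluxOR fluorescence, 10 s baseline plus 110 s post-stimulus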
RGS4 pot – RGS4 potentiation or activation | AID 463111 | B-score at 10 µM | HEK293 M3R/inducible RGS4, carbachol calcium flux Fluo4; active compounds read low | 310,000 tested, 0.92% active;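 active = B-score of the integrated calcium signal more than 4 SD below the library mean, with starting fluorescence not abnormally high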;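 also: negative B-score means reduced calcium response which marks RGS4 activation or potentiation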
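test system = M3R-expressing HEK293 line, RGS4 induced by doxycycline | probe or stimulus = carbachol at ECmax as muscarinic agonist stimulus | timing = dye loading 30 min 37 °C, buffer rest 30 min RT | signal = calcium dye Fluo4 fluorescence | evaluation = B score from integrated fluorescence ratio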
RGS4 block – human RGS4 inhibition; P49798; HEK293 M3R/RGS4 inducible, Fluo-4 calcium flux; active compounds read high; triggered by carbachol at its EC20; B-score at 10 µM; 310,000 tested, 0.45% active; AID 463165;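 active = B-score, a plate-corrected calcium signal, over three deviations above library mean, with baseline fluorescence within five deviations of library mean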;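 also: RGS4 expression induced by doxycycline in cells with stable M3 receptor; B-score is computed from the integrated fluorescence ratio over baseline after carbachol; higher B-score means a larger calcium signal and so more RGS4 inhibition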
Target sequence (P49798 whole entry, looked up): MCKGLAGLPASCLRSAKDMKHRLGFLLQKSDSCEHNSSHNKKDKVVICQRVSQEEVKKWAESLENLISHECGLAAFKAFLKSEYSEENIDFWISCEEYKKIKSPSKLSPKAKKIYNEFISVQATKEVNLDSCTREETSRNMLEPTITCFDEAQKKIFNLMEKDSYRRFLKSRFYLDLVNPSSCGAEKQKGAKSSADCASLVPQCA
* = called active by the depositor; i = inactive; ? = inconclusive; . = not tested or not shown.

Every second line gives: hERG rescue, TMEM16A inh, KCNK9 block, KCNQ1 block, KCNK3 inh, SKKanGAS inh, HDAC3 inh, TMEM16A act, KCNQ1 act, RGS4 pot, RGS4 block
- O=S(=O)(Nc1ccc(Oc2ncccn2)c(Cl)c1)c1ccc(F)cc1
    -7, i, i, i, i, 2, 5, i, i, i, i
- CC(C)C(NC(=O)CSc1ccc(Cl)cc1)C(C)C
    -1, i, i, i, i, -3, 3, i, i, i, i
- CSCCC(NS(=O)(=O)c1ccc(C)cc1)C(=O)N1CCN(C(c2ccccc2)c2ccccc2)CC1 (stereo not drawn)
    -14, i, -9.4*, i, i, 13, 9, i, i, i, i
- CSc1ccccc1NC(=O)C1=COCCO1
    -14, i, i, i, i, 13, -1, i, i, i, i
- COc1ccc(CN(CC(=O)NCCc2ccccc2)C(=O)CCC(=O)Nc2ccccn2)cc1
    -7, i, i, i, i, -8, -1, i, i, i, i
- C/C(=N\NC(=S)NC1CCCCC1)c1ccc(Cl)c(Cl)c1
    -5, i, i, i, i, -5, 3, i, i, i, i
- CCOC(=O)C1CCCN(C(=O)Cn2cnc3sc(C)c(S(=O)(=O)N4CCOCC4)c3c2=O)C1 (stereo not drawn)
    -7, i, i, i, i, -4, -1, i, i, i, i
- Cc1c(NS(=O)(=O)c2ccc3c(c2)Cc2ccccc2-3)c(=O)n(-c2ccccc2)n1C
    -8, i, i, i, i, 4, 0, i, i, i, i
- C=CCN1C(=O)C(CC(=O)O)SC1=Nc1c(C)n(C)n(-c2ccccc2)c1=O (stereo not drawn)
    -10, i, i, i, i, -5, -2, i, i, i, i
- CCn1c(SCC(=O)Nc2ccccc2N2CCOCC2)nnc1-c1ccccc1
    -8, i, i, i, i, -10, 2, i, i, i, i
- O=c1c2ccccc2cnn1Cc1ccc(Cl)c(Cl)c1
    -7, i, i, i, i, 17, 3, i, i, i, i
- FC(F)(F)c1ccc(-c2nnc(-c3ccccn3)c(-c3ccccn3)n2)nc1
    2, i, i, i, i, 6, -1, i, i, i, i
- CSc1nc(C)c(CCOCc2ccccc2)c(=O)[nH]1
    0, i, i, i, i, -9, 7, i, i, i, i
- O=S(=O)(NCCn1cccc1)c1ccc2ccccc2c1
    -4, i, i, i, i, -10, -2, i, i, i, i
- CC(=O)N1CCN(S(=O)(=O)c2cccc(C(=O)Nc3ccc(C)cn3)c2)CC1
    -7, i, i, i, i, 14, 2, i, i, i, i
- NC(=O)N/N=C/c1ccc(N2CCOCC2)s1
    -10, i, i, i, i, 4, 5, i, i, i, i
- C=C1CC2C3CC[C@@]4(OCOC45COCO5)[C@@]3(C)C(O)CC2[C@@]2(C)CCC(=O)C=C12 (stereo partly drawn)
    -13, i, i, i, i, -9, 0, i, i, i, i
- COc1ccc(OCC(=O)NNC(=O)c2ccccc2OCc2c(C)noc2C)cc1
    -15, i, -7.5*, i, i, -6, ., i, i, i, i
- CCc1nnc(NC(=O)CCC(=O)N2CCC(Cc3ccccc3)CC2)s1
    -6, i, i, i, i, 1, 0, i, i, i, i
- O=C(Cc1ccccc1[N+](=O)[O-])Nc1nccs1
    -12, i, i, i, i, 5, 4, i, i, i, i
- CCOC(=O)Cc1csc(NC(=O)C(NC(=O)C2CCCCC2)C(C)C)n1 (stereo not drawn)
    -9, i, i, i, i, -1, -4, i, i, i, i
- CCn1c(N)c(C(=O)Nc2ccccc2C(=O)OC)sc1=S
    -9, i, i, i, i, -18, 4, i, i, i, i
- O=c1cc(-c2ccc([N+](=O)[O-])cc2)c2cc3c(cc2[nH]1)OCCO3
    -14, i, i, i, i, 3, -1, i, i, i, i
- Cc1cc(=O)[nH]c(SCC(=O)N2CCCc3ccccc32)n1
    -3, i, i, i, i, -13, 1, i, i, i, i
- CCOC(=O)c1c(OCC)[nH]c2ccc(O)cc12
    -4, i, i, i, i, -8, -8, i, i, i, i
- COCCN(Cc1cc2cc3c(cc2nc1Cl)OCO3)C(=O)Nc1ccc(F)cc1
    -3, i, i, i, i, 5, 2, i, i, i, i
- Cc1cccc(C(=O)OCN2C(=O)c3ccccc3C2=O)c1[N+](=O)[O-]
    -10, i, i, i, i, 7, 2, i, i, i, i
- COc1ccc(NC(=O)CC2C(=O)N(C)C(=S)N2CCc2ccccc2)cc1 (stereo not drawn)
    -7, i, i, i, i, -8, ?, i, i, i, i
- Cc1ccc(NC(=O)C(OC(=O)c2ccc(NC(N)=O)cc2)c2ccccc2)cc1Cl (stereo not drawn)
    -10, i, i, i, i, ?, 13, i, i, i, i
- N#CCn1c(CCl)nc2ccccc2c1=O
    -11, i, i, i, i, -4, 8, i, i, i, i
- CCOc1ccc(Nc2ncnc3c2cnn3C)cc1
    -8, i, i, i, i, 21, -4, i, i, i, i
- CCOc1cc(NC(=S)Nc2cccc(OC)c2)c(OCC)cc1NC(=O)C1CC1
    -7, i, i, i, i, 1, 1, i, i, i, i
- Cc1cn2c(-c3ccc(Cl)cc3)nnc2s1
    -7, i, i, i, i, -4, 0, i, i, i, i
- COc1ccccc1-c1cc(C(=O)N2CCN(c3ccccc3OC)CC2)no1
    -11, i, i, i, i, -7, 1, i, i, i, i
- COc1ccc(C2C(C(=O)N3CCOCC3)=C(C)NC3=C2C(=O)CC(C)(C)C3)c(OC)c1 (stereo not drawn)
    -6, i, i, i, i, 6, -13, i, i, i, i
- Cc1ccc(NC(=O)c2nc[nH]c2C(=O)N2CCCCC2)c(C(=O)c2ccccc2)c1
    -7, i, i, i, i, -1, ., i, i, i, i
- CS(=O)(=O)N(Cc1ccccc1)c1ccc(C(=O)NCCSc2ccccn2)cc1
    -3, i, i, i, i, -4, -1, i, i, i, i
- O=C(Nc1cccc(NC(=O)c2cccc([N+](=O)[O-])c2)n1)c1cccc([N+](=O)[O-])c1
    -3, i, i, i, i, 4, -2, i, i, i, i
- O=[N+]([O-])c1cccc(/C=N/Nc2cc(Cl)nc(-c3ccccc3)n2)c1
    -9, i, i, 12*, -10*, 39, 3, i, i, i, i
- CS(=O)(=O)Nc1ccc(C(=O)Nc2ccc(S(=O)(=O)N3CCCC3)cc2)cc1
    -3, i, i, i, i, 3, 1, i, i, i, i
- Cc1nn(CC(=O)NCC(C)c2ccccc2)c(=O)c2cc3occc3n12 (stereo not drawn)
    -4, i, i, i, i, -4, 1, i, i, i, i
- Cc1ccc(N(CC(=O)N2CCc3ccccc32)S(=O)(=O)c2cccs2)cc1
    2, i, i, i, i, 18, -4, i, i, i, i
- O=C1/C(=C\c2ccco2)NC(=S)N1c1ccccc1
    1, i, i, i, i, -1, 3, i, i, i, i
- O=C(NNC(=O)C1CC=CCC1)c1ccccc1Cl (stereo not drawn)
    -5, i, i, i, i, -2, 4, i, i, i, i
- Cc1ccc2c(C)cc[n+](CCCS(=O)(=O)[O-])c2c1
    -5, i, i, i, i, 2, -8, i, i, i, i
- COc1ccccc1NC(=O)CSC1=NC(=O)C(Cc2ccccc2)C(=O)N1 (stereo not drawn)
    -8, i, i, i, i, 6, 0, i, i, i, i
- CCCC[C@H]1C2=C3[C@@H](CC(C(=O)OC)=C[C@@H](C(=O)OC)[C@H]3C(C)(C)C2=O)n2c(=O)n(-c3ccccc3)c(=O)n21
    -8, i, i, i, i, -1, 11, i, i, i, i
- C[n+]1c(-c2ccccc2)sc([S-])c1-c1ccccc1
    -16, i, i, i, i, -3, 7, i, i, i, i
- CC(=O)c1ccc(OCC(O)CN(C)CCOc2ccc(Br)cc2)cc1 (stereo not drawn)
    -11, i, i, i, i, -5, -1, i, i, i, i
- Cc1cc([N+](=O)[O-])nn1CCCC(=O)NC1CCCCC1
    -13, i, i, i, i, 0, ., i, i, i, i
- O=C(CN1CCN(Cc2ccccc2)CC1)N/N=C/c1cccs1
    -6, i, i, i, i, 7, 14, i, i, i, i
- O=C(Nc1nnc(-c2ccco2)s1)C1CC1
    -7, i, i, i, i, -5, 0, i, i, i, i
- Fc1ccc(COc2ccc(/C=N/n3cnnc3)cc2)cc1
    -26, i, i, i, i, 1, 5, i, i, i, i
- Cc1ccccc1-c1nsc(SCC(=O)NCc2ccc3c(c2)OCO3)n1
    -8, i, i, i, i, -6, 6, i, i, i, i
- CCN(CC)C(=O)Oc1ccc2c(=O)c(-c3ccc(OC)cc3)c(C)oc2c1
    -19, i, i, i, i, 9, -8, i, i, i, i
- NC(=S)NN=C1C2CC3CC(C2)CC1C3
    1, i, i, i, i, -8, -3, i, i, i, i
- CC(C)C(CO)N1CCN(Cc2ccccc2)CCC1=O (stereo not drawn)
    -5, i, i, i, i, 0, -6, i, i, i, i
- Cc1c(C(=O)N/N=C/c2ccc(N(C)C)cc2)[nH]c2ccc(Cl)cc12
    -5, i, i, i, i, 9, 2, i, i, i, i
- O=C(Nc1ccc(S(=O)(=O)N2CCCC2)cc1)c1cccc(OC(F)F)c1
    -6, i, i, i, i, -9, 1, i, i, i, i
- CCOC(=O)c1cc(S(=O)(=O)N2CCN(C(=O)OCC)CC2)cn1C
    -7, i, i, i, i, -2, -1, i, i, i, i

More records:
Every second line gives: hERG rescue, TMEM16A inh, KCNK9 block, KCNQ1 block, KCNK3 inh, SKKanGAS inh, HDAC3 inh, TMEM16A act, KCNQ1 act, RGS4 pot, RGS4 block
- [O-][n+]1c2ccccc2cc2ccccc21
    -6, i, i, i, i, 2, -47, i, i, i, i
- CCOC(=O)c1c(NC(=S)NC)sc2c1CC(C)(C)SC2
    44*, i, i, i, i, 8, 4, i, 71*, i, i
- CC(=O)Nc1ccc(S(=O)(=O)NCCC(=O)OCC(=O)c2ccccc2)cc1
    -7, i, i, i, i, -26, -1, i, i, i, i
- Cc1n[nH]c(=O)c2c1nnn2Cc1ccc(F)cc1
    -4, i, i, i, i, 0, -3, ., i, i, i
- CC(=O)N=c1c(C#N)cc2c(=O)n3cccc(C)c3nc2n1Cc1ccco1
    -10, i, i, i, i, 3, -86, i, i, i, i
- Cc1nc2nc(SCC(=O)NCCCN3CCCC(C)C3)nn2c(C)c1Cc1ccccc1Cl (stereo not drawn)
    -5, i, i, i, i, 1, 2, i, i, i, i
